# Screening data from PubChem BioAssay.
# IL1B secr inh: qHTS for Inhibitors of Inflammasome Signaling: IL-1-beta AlphaLISA Primary Screen; THP-1 LPS/ATP IL-1B secretion, AlphaLISA, 16 h; active compounds read low; activity change, % at 57.5 µM; hit rate 4.7% among 360,000; AID 743279, 2014; in the data active means activity change below about -50%; inconclusive means mostly about -30% to -49%; further: on the % scale 0 is the no-effect control and ±100 the full control effect
#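 Secreted IL-1B measured by AlphaLISA bead assay after 16 h compound exposure of THP-1 cells; compounds (final up to 57.5 uM) added 1 h before LPS (250 ng/mL) and ATP (1.25 mM) stimulation; lower signal means less secretion.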
# SW480 rereplic: A quantitative high throughput screen for small molecules that induce DNA re-replication in SW480 colon adenocarcinoma cells | Potency, µM (top dose mostly 46.1 µM), for inactives: top-dose re-replication activation, most hits filed as activators | hit rate 1.8% among 340,000 | SW480 DNA re-replication, Hoechst DNA content imaging, 48 h; further: potency means the concentration at half of the fitted maximal effect; % of control where 0% means no effect; nearly all actives have a fitted effect of over 55% in size
#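 Compounds, transferred as 23 nL by pin tool, were incubated with cells for 48 hr; DNA content per nucleus was then quantified by Hoechst staining and fluorescence plate imaging.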
# D3 ag: qHTS of D3 Dopamine Receptor Agonist: qHTS; D(3) dopamine receptor (Homo sapiens), P35462; D3R DiscoveRx beta-arrestin cells, luminescence, 90 min; max activation, %; hit rate 0.58% among 410,000; AID 652048, 2013; in the data active means max activation above about 30%; further: 0% is about no effect; mostly tested at two doses, the higher about 12 µM
# Target sequence (P35462 whole entry, looked up): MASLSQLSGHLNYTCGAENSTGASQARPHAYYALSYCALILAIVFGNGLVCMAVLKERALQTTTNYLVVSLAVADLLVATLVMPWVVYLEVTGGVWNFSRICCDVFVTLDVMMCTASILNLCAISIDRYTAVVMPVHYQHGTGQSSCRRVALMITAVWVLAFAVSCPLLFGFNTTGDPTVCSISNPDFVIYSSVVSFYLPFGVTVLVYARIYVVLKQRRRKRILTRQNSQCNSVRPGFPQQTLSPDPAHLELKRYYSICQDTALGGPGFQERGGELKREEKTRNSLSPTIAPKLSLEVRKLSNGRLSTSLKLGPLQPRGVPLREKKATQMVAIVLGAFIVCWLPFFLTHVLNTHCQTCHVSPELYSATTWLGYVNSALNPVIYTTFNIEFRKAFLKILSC
#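 Agonist-mode cell screen: cells plated at 1500/well and incubated overnight at 37 °C, then exposed to library compounds for 90 min at 37 °C. Detection reagent was added for 30–60 min at room temperature, and luminescence was read.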
# KB-3-1 cytotox: qHTS assay for MDR1-selective chemotherapeutics: Primary screen using the parental adenocarcinoma cell KB-3-1. KB-3-1 viability, CellTiter-Glo ATP luminescence, 72 h. Potency, µM (series often up to 46.1 µM), for inactives: at the top dose activity change, negative = cytotoxic, usual class: cytotoxic. hit rate 1.4% among 400,000. AID 1347075, 2019; further: potency means the concentration at half of the fitted maximal effect; on the % scale 0 is the no-effect control and ±100 the full control effect; nearly all actives have a fitted effect of over 60% in size
#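 Parental KB-3-1 viability, qHTS format: 72 h compound exposure, 37 °C; CellTiter-Glo; media-only wells and DMSO plates as controls; concentration-effect fits on corrected data.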
# HT1080 IDH1KD tx: qHTS for induction of synthetic lethality in tumor cells producing 2HG: qHTS for the HT-1080-IDH1KD cell line; hit rate 2% among 360,000; AID 686971, 2013; HT-1080 IDH1 knockdown viability, ATP luminescence, 48 h; Potency, µM (titrated, usually from 46.1 µM), without a hit: at the highest dose activity, negative = toxicity, usual class: cytotoxic;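 further: potency means the concentration at half of the fitted maximal effect; 0% = DMSO wells and -100% = cell-free medium wells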
#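 Luminescent ATP read-out (CellTiter-Glo, 10 min at room temperature) after 48 h compound exposure at 37 °C gave viability of IDH1-knockdown HT-1080 cells. Activity was normalised to DMSO and cell-free wells, then fitted as concentration-response curves.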
# KB-V1 cytotox: qHTS assay for MDR1-selective chemotherapeutics: Primary screen using the drug-selected MDR subline cells KB-V1. KB-V1 MDR cells viability, CellTiter-Glo, 72 h. Potency, µM (highest dose often 46.1 µM), without a hit: at the top dose activity change, negative = cytotoxicity, hits mostly cytotoxic. hit rate 3.4% among 400,000; further: potency means the concentration at half of the fitted maximal effect; on the % scale 0 is the no-effect control and ±100 the full control effect; nearly all actives have a fitted effect of over 60% in size
#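 KB-V1 MDR subline cells in DMEM (phenol-red free, 10% FBS) exposed to compounds in qHTS concentration series for 72 h at 37 degrees C. Viability read by CellTiter-Glo luminescence; concentration-effect curves fitted after normalization and correction.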
# MCF10A rerep: A quantitative high throughput screen for small molecules that induce DNA re-replication in MCF 10a normal breast cells; MCF 10A DNA re-replication, Hoechst nuclear intensity, 48 h; Potency, µM (highest dose often 46.1 µM), for the others: at the top dose activity, positive = re-replication, usual class: activators; hit rate 2.9% among 350,000; further: potency means the concentration at half of the fitted maximal effect; % of control where 0% means no effect; nearly all actives have a fitted effect of over 50% in size
# GLP1R cytotox: qHTS of GLP-1 Receptor Inverse Agonists: Cytotox Screen; hit rate 0.13% among 410,000; Potency, µM (series often up to 38.3 µM), without a hit: at the top dose activity change, negative = inhibition, usual class: inhibitors; HEK293 cAMP-luciferase reporter cells, luminescence, 24 h; AID 624418, 2012;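 further: loss of luciferase light is scored as toxicity; potency means the concentration at half of the fitted maximal effect; on the % scale 0 is the no-effect control and ±100 the full control effect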
#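 Compound-treated cells are incubated 24 hr at 37 deg C under 5% CO2 after a 12 hour attachment period, then luciferase detection reagent is added and luminescence is measured following 12 min at room temperature; lowered signal indicates toxicity.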
# HT1080NT lethal: qHTS for induction of synthetic lethality in tumor cells producing 2HG: qHTS for the HT-1080-NT fibrosarcoma cell line; HT-1080-NT fibrosarcoma viability, CellTiter-Glo ATP luminescence, 48 h; Potency, µM (series often up to 46.1 µM), without a hit: top-dose activity, negative = less viability, hits mostly cytotoxic; hit rate 1.6% among 360,000; AID 686970, 2013;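 further: NT is the 2HG producing partner of a matched IDH1 knockdown line; potency means the concentration at half of the fitted maximal effect; 0% = DMSO-treated cells and -100% = media-only wells without cells; nearly all actives have a fitted effect of over 55% in size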
#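 750 cells/well, RPMI + 5% FBS; 2 h settle, compound pin-transfer, 48 h at 37 degrees C. CellTiter-Glo 10 min RT, luminescence. Normalized to DMSO and media-only wells.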
# An asterisk follows results filed as active; ? = inconclusive; / = no result given; [ ] = dose if it differs, or a comment. Unless noted, the call rests on the fitted dose curve; in most records, active means well fitted curve in the direction sought with a large enough effect; inconclusive means small, poorly fitted or top-dose-only effect, or another doubt; inactive means no such curve, though single readings can be large; an effect the other way counts as inactive or inconclusive.
Compound | IL1B secr inh | SW480 rereplic | D3 ag | KB-3-1 cytotox | HT1080 IDH1KD tx | KB-V1 cytotox | MCF10A rerep | GLP1R cytotox | HT1080NT lethal
O=C(/C=C/c1ccc(-c2ccccc2[N+](=O)[O-])o1)c1ccco1 | 0 | -37%[inhibitor] | -12 | 4% | ? | 0% | ? | 0% | -14%
Cc1cc(C(=O)CC#N)c(C)n1-c1ccc(OC(F)F)cc1 | 0 | -15% | 1 | ? | -18% | ? | ? | -1% | -5%
O=C(CN1C(=O)COc2ccc(S(=O)(=O)N3CCCCCC3)cc21)N1CCN(c2ccccc2F)CC1 | / | / | -11 | 0% | / | -22% | / | -4% | /
Cc1ccc(NC(=O)CSCC(=O)N(C)CC(=O)Nc2ccccc2C(F)(F)F)cc1 | 19 | -4% | 0 | 6% | 7% | -10% | ? | -4% | -1%
O=C(Nc1ccc2nc(SCCOc3ccccc3Cl)sc2c1)c1ccc2c(c1)OCO2 | / | / | 2 | 0% | / | -28% | / | 2% | /
OC(CNCc1ccc(Cl)cc1)C(F)(F)F (stereo unspecified) | -10 | ? | -3 | -12% | -5% | 5% | ? | 8% | 2%
Cc1nnc(SCC(=O)NC2CCCC2)n1C(C)C | -8 | -3% | 12 | -2% | 12% | ? | 11% | 0% | 15%
CCc1ccccc1NC(=O)CSc1nc2[nH]c(=O)cc(O)c2s1 | 29 | 7% | -16 | -1% | 2% | 21% | 8% | 4% | -2%
CC1C2NC(=O)N(Cc3ccccc3)C1(C)Oc1ccccc12 (stereo unspecified) | 9 | -8% | 2 | -1% | 0% | ? | -1% | 7% | -4%
CCn1ccc2c(OCC(=O)Nc3ccccc3C)cccc2c1=O | / | / | 4 | ? | / | -20% | / | -3% | /
O=C(Nc1ccccc1C(=O)Nc1ccccn1)c1ccccc1F | -20 | -1% | -2 | 0% | 0% | -17% | -2% | -1% | -1%
COc1cccc(C2C(C(=O)c3ccc(C)o3)=C(O)C(=O)N2CCN2CCOCC2)c1OC (stereo unspecified) | 0 | 0% | 5 | 20% | 12% | 22% | -1% | 6% | 9%
Cc1c(C(=O)N/N=C/C(C)C)[nH]c2ccc([N+](=O)[O-])cc12 | 12 | -2% | -1 | -9% | ? | -3% | 15% | -12% | -16%
C[C@H](NC(=O)C1CCC(CNC(=O)[C@@H]2CCCN2C(=O)OC(C)(C)C)CC1)C(=O)O (stereo partly specified) | -5 | 3% | 5 | 13% | -7% | 0% | -3% | 10% | 8%
CC(C)[C@H](NC(=O)c1ccccc1)C(=O)OCC(=O)/C=C1/N(C)c2ccccc2C1(C)C | 17 | 26% | 11 | 0% | -16% | -3% | ? | -47% | -6%
CNC(=O)C1CC(=O)N(c2ccc(F)c(Cl)c2)C1 (stereo unspecified) | -3 | 2% | 0 | 4% | 0% | 16% | 0% | -10% | 15%
COc1ccc(CNC(=O)c2ccc(CN3CCOCC3)cc2)cc1 | 16 | -1% | 1 | 22% | 5% | 6% | 1% | -11% | 13%
Cc1c(Cl)cccc1NS(=O)(=O)c1ccc2[nH]cc(C(=O)NC3CCCC3)c(=O)c2c1 | / | / | -1 | -12% | / | 12% | / | -22% | /
Cc1cccc(NC(=O)c2cc3ccccc3nc2C)c1 | 10 | 10%[1.84 µM] | -6 | -7% | -9% | -16% | 17% | 0% | -10%
CCOC(=O)C1CCCN(C(=O)c2ccc(CS(=O)(=O)c3ccc(C)cc3)o2)C1 (stereo unspecified) | -9 | -1% | 5 | -8% | -1% | -11% | 1% | 5% | 15%
Cc1ccc(NC(=O)CSc2nc3ccccc3c(=O)n2CCCC(=O)NCC2CCCO2)cc1 (stereo unspecified) | -9 | 10% | 0 | -6% | 6% | -17% | ? | -4% | 0%
O=S(=O)(c1ccc(F)cc1)N1CCN(c2nc(-c3ccc(F)cc3)cs2)CC1 | -14 | 0% | -1 | 2% | -4% | ? | 0% | -7% | -5%
O=C(Nc1c2c(nn1-c1ccc(Cl)cc1)CS(=O)(=O)C2)c1cccc(F)c1 | / | / | -6 | 0% | / | 3% | / | -11% | /
CC(C)NC(=O)NC(=O)COc1ncnc2sccc12 | 8 | -3% | 0 | 12% | 7% | 10% | 4% | 1% | 0%
O=C1C(Cl)=C(NCCCN2CCOCC2)C(=O)N1CCc1ccccc1 | -13 | -3% | -2 | 8% | 3% | 0% | -3% | 6% | 4%
CCn1cc([N+](=O)[O-])c(C(=O)Nc2nc(-c3ccc(C)cc3)c(C)s2)n1 | -55* | ? | -4 | -28% | ? | ? | ? | -10% | -13%
COc1ccccc1C(CNC(=O)CCNC(=O)c1ccccc1Cl)N1CCCC1 (stereo unspecified) | 1 | ? | -5 | 8% | 8% | 4% | -2% | 2% | 5%
O=C(NCc1ccccc1Cl)c1ccc(Br)o1 | -5 | 2% | 0 | 1% | -1% | 6% | 1% | -7% | 5%
Cc1ccc(C)c(NC(=O)CSc2nc(N)c(NC(=O)c3cccs3)c(=O)[nH]2)c1 | 0 | -9% | -1 | 24% | 8% | -2% | 1% | 4% | 11%
CCCCN1C[C@H](COC(=O)CCC)Oc2cccc(F)c2S1(=O)=O | 16 | -1% | 3 | 23% | 5% | -3% | 1% | 3% | 10%
COc1ccccc1C(=O)NC1(C(F)(F)F)NC(=O)N(CCc2ccccc2)C1=O (stereo unspecified) | / | / | 3 | 22% | / | ? | / | -6% | /
COc1ccc(-n2c(-c3ccc(Br)cc3)n[nH]c2=S)cc1 | 0 | -17% | -13 | 5% | 6% | -1% | -4% | -7% | -3%
CCOc1cccc(C(=O)NC(=S)Nc2cccnc2)c1 | 4 | -6% | 5 | 25% | 17% | ? | 0% | 1% | 4%
O=C(COC(=O)c1cc(S(=O)(=O)N2CCOCC2)ccc1Cl)NCCc1ccccc1 | 7 | -14% | 0 | 11% | 9% | ? | 16% | 3% | 11%
Cc1cc(C)cc(OCC(=O)Nc2ccc3c(c2)OCCO3)c1 | -3 | 44% | 5 | ? | 2% | -6% | 16% | 16% | -10%
COc1ccccc1N1C(=O)S/C(=C\c2ccc(C)s2)C1=O | -7 | 0% | 2 | 2% | 15% | 8% | 0% | 3% | 2%
O=[N+]([O-])CC(=Nc1ccc(Cl)cc1)N/N=C\c1oc(O)c2ccccc12 | 9 | 1% | 1 | ? | 0% | -28% | 20% | -19% | 0%
Cc1oc2cc(Br)c(O)c(Br)c2c1C(=O)c1ccccc1 | 40 | -7% | 2 | ? | 10% | 4% | 3% | -2% | -2%
O=C(CCN1C(=O)S/C(=C/c2ccc(F)cc2)C1=O)Nc1ccc(O)c(C(=O)O)c1 | -1 | -24% | 4 | 6% | 6% | -9% | -4% | 5% | 5%
CCNc1nc(Cl)nc(NC2CCCCC2)n1 | 11 | 4% | -4 | ? | -4% | ? | 10% | 27% | -17%
O=C(Nc1cccc(-c2nnc(-c3ccco3)o2)c1)c1ccccc1 | -78* | -6% | 0 | ? | -3% | ? | ? | -24% | -23%
O=C(Cn1c(NCCO)nc2ccccc21)Nc1cccc(S(=O)(=O)N2CCCC2)c1 | 22 | -5% | 1 | 10% | -1% | 29% | 16% | -4% | -8%
COc1ccc(-n2cc(-c3ccc(Br)cc3)[nH]c2=S)cc1 | 2 | 0% | 2 | 4% | 13% | 4% | 4% | 4% | 8%
O=C(c1ccco1)N1CCN(C(=O)c2ccco2)C1=S | -100* | 5.8µM* | -18 | 12µM* | 16µM* | 16µM* | 2.6µM* | ? | ?
O=S(=O)(c1ccccc1)c1nnn2c1nc(NCc1cccs1)c1sccc12 | / | / | 2 | 9% | / | 0% | / | 5% | /
CCOc1ccc(N2C(=O)CC(N3CCc4ccccc43)C2=O)cc1 (stereo unspecified) | -6 | -3% | -10 | 19% | 8% | -1% | 15% | -8% | 4%
Cc1nn(Cc2ccccc2)c(Cl)c1C(=O)OC(C)C#N (stereo unspecified) | 49 | -1% | 0 | -3% | ? | ? | -2% | -5% | ?
CCS(=O)(=O)N1CCN(c2ncnc3sc(C)c(C)c23)CC1 | 22 | 1% | 7 | 8% | -4% | ? | -1% | -4% | -20%
CCOc1cccc(N(C(=O)CCC(=O)Nc2cc(C)on2)C(C(=O)NC(C)(C)C)c2ccc(OC)cc2)c1 (stereo unspecified) | 10 | -2% | 5 | 1% | -26% | ? | 4% | -4% | -5%
CCCCCN(C(=O)CCC(=O)OCC(=O)N(CC)C1CCCCC1)c1c(N)n(CCCC)c(=O)[nH]c1=O | -2 | -3% | 4 | -1% | 1% | 4% | 5% | 4% | 0%
COc1ccccc1C(C)NC(=O)CCNC(=O)c1ccc(Cl)cc1 (stereo unspecified) | 0 | -4% | -8 | ? | 3% | 0% | -6% | 3% | 1%
COc1ccccc1CNC(=O)c1ccc(-n2c(C)cc3c2CCCC3)cc1 | / | / | -12 | 3% | / | 7% | / | -14% | /
O=C(Nc1cccc(Cl)c1)N1CCN(Cc2ccccc2)CC1 | -6 | -2% | -20 | -7% | -11% | -19% | 29% | -30% | 0%
Cc1[nH]c2ccccc2c1/C=N/NC(=O)c1cccc(F)c1 | 19 | -25% | -11 | 1% | -1% | ? | ? | 6% | 2%
CCc1cc2ccc(OC)cc2nc1SCC(=O)NNC(=O)c1ccco1 | -22 | -2% | 0 | 3% | -12% | -6% | 16% | -7% | -1%
O=[N+]([O-])c1ccc(N=Nc2ccc(O)c3ccccc23)cc1 | -76* | ? | -14 | ? | ? | 15µM* | ? | ? | 26µM*
O=C(O)Cn1nc(N2CCN(c3ccc(F)cc3)CC2)ccc1=O | / | / | 1 | 0% | / | -22% | / | -1% | /
